High-throughput results deposited in PubChem BioAssay by Sanford-Burnham Center for Chemical Genomics.
EBI2 block: EBI2 receptor antagonists, beta-arrestin recruitment, primary screen, cell-based, luminescence, 7a,25-OHC stimulation, uHTS. 360,000 compounds, 0.81% hits. 7a,25-OHC stimulated. AID 651636, 2012. inhibition, % at 5 µM; in the data active = inhibition above about 38%;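 note: enzyme fragment complementation signal reports receptor beta-arrestin coupling in cells; 0% = agonist plus DMSO wells and 100% = wells without agonist; some results beyond the cut were filed as inactive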
Target sequence (P32249 whole entry, looked up, the tested form may be a part): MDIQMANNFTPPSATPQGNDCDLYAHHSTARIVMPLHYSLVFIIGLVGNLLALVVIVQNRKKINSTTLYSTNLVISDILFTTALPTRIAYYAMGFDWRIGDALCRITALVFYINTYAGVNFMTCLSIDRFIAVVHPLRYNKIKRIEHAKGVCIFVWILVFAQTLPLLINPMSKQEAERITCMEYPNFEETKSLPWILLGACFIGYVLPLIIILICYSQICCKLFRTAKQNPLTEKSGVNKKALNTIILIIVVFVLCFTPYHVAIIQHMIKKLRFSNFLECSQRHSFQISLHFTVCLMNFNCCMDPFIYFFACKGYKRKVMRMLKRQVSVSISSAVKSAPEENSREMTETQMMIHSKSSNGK
CXCR6 inh: CXCR6 receptor inhibitors, primary screen, cell-based, beta-arrestin, luminescence, CHO-K1 PathHunter, 1536-well; C-X-C chemokine receptor type 6 (Homo sapiens), O00574; inhibition, % at 20 µM; 360,000 compounds, 0.36% hits; in the data active = inhibition above about 34%, passing the limit was not always enough;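 note: antagonist mode with CXCL16 agonist at 10 nM final; 0% = 10 nM CXCL16 with DMSO and 100% = unstimulated wells without agonist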
Target sequence (O00574 whole entry, looked up): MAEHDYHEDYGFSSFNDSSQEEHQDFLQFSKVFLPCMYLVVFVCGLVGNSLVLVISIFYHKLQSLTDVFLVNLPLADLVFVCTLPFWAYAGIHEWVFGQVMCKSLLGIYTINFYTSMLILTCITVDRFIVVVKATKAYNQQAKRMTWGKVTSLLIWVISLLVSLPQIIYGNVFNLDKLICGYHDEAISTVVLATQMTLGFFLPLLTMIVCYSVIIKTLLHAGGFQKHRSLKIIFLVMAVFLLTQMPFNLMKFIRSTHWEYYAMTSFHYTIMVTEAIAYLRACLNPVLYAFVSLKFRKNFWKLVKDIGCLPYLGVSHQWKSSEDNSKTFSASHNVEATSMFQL
* marks the source's active call; other numbers are inactive results. Only part of the results is shown (hit frequency here may not be typical).

Results follow in this order: EBI2 block | CXCR6 inh
CN1OC[C@@H]2CN(C(=O)C(C)(C)C)[C@H](c3ccc(-n4ccnc4)cc3)C[C@@H]21
→ 0.4 | -5.1
Cn1c(CCN2CCCC2)nc2cc(NC(=O)COc3ccc(Cl)cc3)ccc21
→ -1.8 | 9.6
O=C(Cc1ccc(Cl)cc1)NCC(=O)N1CCC2(CC1)NCCc1[nH]cnc12
→ -3.5 | -7.1
C=CCNc1nc2cc(-c3ccccc3C)sc2c(=O)n1C
→ 14.0 | 18.0
Cn1c(=O)[nH]c(=O)c2c1nc(Br)n2Cc1ccc(Cl)cc1
→ -4.7 | -2.4
Cc1noc(C)c1-c1ccc(C(=O)Nc2cccc(NS(C)(=O)=O)c2)c2occc12
→ 8.0 | 7.5
COc1ccc(OCCN2CCC(C(=O)NC(c3ccc(F)cc3)c3ncccc3C)CC2)cc1 (stereo not given)
→ 45.5* | -3.3
Cc1ccc2nc3n(c(=O)c2c1)-c1ncccc1C(=O)NC3Cc1ccccc1 (stereo not given)
→ 4.2 | 3.1
CC1(C(=O)NS(=O)(=O)c2ccc(Cl)cc2)CCN1C(=O)Cc1cccs1 (stereo not given)
→ -3.2 | -0.4
COc1ccc(OC)c(NC(=O)C2CCCN2S(=O)(=O)c2ccc3c(c2)CC(C)N3C(C)=O)c1 (stereo not given)
→ -0.9 | 3.1
Cc1c(C(=O)NCc2ccc3c(c2)OCCO3)sc(=O)n1Cc1ccccc1C#N
→ -2.4 | 0.0
Cc1ccc(N2CC(C(=O)Nc3cc(S(=O)(=O)N4CCCCC4)ccc3C)CC2=O)cc1 (stereo not given)
→ -3.7 | -6.5
CC(C)NC(=O)C1(C)CCN1Cc1ccc(Cl)cc1 (stereo not given)
→ -1.6 | 5.1
O=C1C(=Cc2ccc(Cl)cc2)Cc2ccccc21
→ 25.9 | 1.7
Cc1ccc(Cc2c(-c3ccccc3)nc3c(C)cc(Br)cn23)cc1
→ 5.6 | 4.5
CCCCCCN1C[C@H](O)[C@@H](n2cc(C3CC3)nn2)C[C@@H]1c1ccc(Cl)cc1
→ -3.6 | -11.8
COc1ccc(S(=O)(=O)NC(=O)C2(C)CCN2C(=O)C2(c3ccc(Cl)cc3)CCC2)cc1 (stereo not given)
→ -3.8 | 6.2
Nc1ccc(CCCC(=O)NCc2cccnc2)cc1
→ -6.9 | -2.6
COc1cccc(-c2cnc3c(NC=O)cc(-c4cccc(C(=O)N(C)C)c4)cn23)c1
→ 16.9 | 1.6
COc1ccc(C=C2CCc3ccccc3C2=O)cc1
→ -30.2 | 1.8

Pulled one by one from above, five records:
Results follow in this order: EBI2 block | CXCR6 inh
Cc1ccc(N2CC(C(=O)Nc3cc(S(=O)(=O)N4CCCCC4)ccc3C)CC2=O)cc1 (stereo not given)
→ -3.7 | -6.5
O=C1C(=Cc2ccc(Cl)cc2)Cc2ccccc21
→ 25.9 | 1.7
CN1OC[C@@H]2CN(C(=O)C(C)(C)C)[C@H](c3ccc(-n4ccnc4)cc3)C[C@@H]21
→ 0.4 | -5.1
Nc1ccc(CCCC(=O)NCc2cccnc2)cc1
→ -6.9 | -2.6
Cc1c(C(=O)NCc2ccc3c(c2)OCCO3)sc(=O)n1Cc1ccccc1C#N
→ -2.4 | 0.0

Additional compounds follow:
Results follow in this order: EBI2 block | CXCR6 inh
CCCCCCCCN1C(=O)[C@H](CC(=O)N2CCC(c3ccccc3)CC2)C[C@@]2(C(=O)OC)CCCCC=C12
→ 14.6 | 17.0
Cc1cccc(C(O)c2ncc(-c3ccccc3)[nH]2)c1C (stereo not given)
→ -1.9 | -3.1
CC1(Oc2cccc(F)c2)CCN(Cc2csc3ccccc23)C1 (stereo not given)
→ 4.3 | -0.4
NC(CSC(c1ccccc1)(c1ccccc1)c1ccc(-c2ccccc2)cc1)C(=O)O (stereo not given)
→ 0.1 | -4.7
COc1ccccc1Cc1c(C2CCCCC2)nc2cc(C)c(Br)c(C)n12
→ -3.9 | 0.9
O=C(Nc1ccccc1)c1cc(C2COCCN2C(=O)CCCc2ccccc2)on1 (stereo not given)
→ -7.9 | -4.8
COc1ccc(CNC(=O)CC[C@H]2O[C@@H](n3ccc(=O)[nH]c3=O)[C@H](O)[C@@H]2O)cc1
→ -0.1 | -7.7
Cc1cc(NC(=O)CSc2nnc3ccc(-c4ccccc4)nn23)no1
→ 5.0 | 5.9
CC(C)CCNC(=O)c1cc(S(=O)(=O)N2CCC3(CC2)OCCO3)ccc1F
→ -14.4 | -1.5
COc1ccc(N(CC(=O)NCc2cccs2)S(=O)(=O)c2ccc(C(C)=O)cc2)cc1
→ -6.0 | 2.1
O=C(Nc1ccc(F)c(Cl)c1)[C@@H]1O[C@H](CO)[C@H](O)[C@H](O)[C@H]1O
→ 4.6 | 0.2
C[C@@H]1CN([C@@H](C)CO)C(=O)c2cc(N(C)C)ccc2O[C@@H](C)CCCCO[C@@H]1CN(C)Cc1ccc2c(c1)OCO2
→ 4.1 | 4.3
C[C@H](CO)N1C[C@H](C)[C@@H](CN(C)Cc2cccc(F)c2)Oc2cc(-c3cccc(C#N)c3)ccc2S1(=O)=O
→ 2.1 | 2.7
c1ccc2c(-c3cc(NCc4ccncc4)n4nccc4n3)cccc2c1
→ -3.8 | 0.6
COCCNc1ncnc2c1ncn2[C@H]1CN(Cc2ccc(F)cc2)C[C@@H](CO)O1
→ -2.7 | 0.9
CC1(C(=O)NS(=O)(=O)C2CC2)CCCN(C(=O)c2ccc(F)c(Cl)c2)C1 (stereo not given)
→ -4.3 | 3.1
CN(C)C(=O)c1cccc(-c2cnc3c(NC=O)cc(-c4cccc(C(F)(F)F)c4)cn23)c1
→ 30.0 | -0.4
CCCn1c(=S)[nH]c2cc(C(=O)N3CCN(c4ccc(F)cc4)CC3)ccc2c1=O
→ -2.3 | 0.1
COc1ccccc1-c1ccc2c(c1)C(C)(Cc1cc(Cl)ccc1C(F)(F)F)C(=O)N2 (stereo not given)
→ 4.6 | 14.3
COc1ccc(-c2cnc(C(O)c3ccc(C(C)(C)C)cc3)[nH]2)cc1 (stereo not given)
→ 14.6 | 11.8

Records listed above printed as active in EBI2 block:
Results follow in this order: EBI2 block | CXCR6 inh
COc1ccc(OCCN2CCC(C(=O)NC(c3ccc(F)cc3)c3ncccc3C)CC2)cc1 (stereo not given)
→ 45.5* | -3.3

Going on with the list.
Results follow in this order: EBI2 block | CXCR6 inh
O=C(NCCN1CCC(n2c(=O)[nH]c3ccccc32)CC1)c1cccc2c1-c1ccccc1C2=O
→ 1.0 | -3.1
O=C1NC[C@H](CCCCN2C[C@H](Cc3ccc(O)cc3)N(CCc3ccccc3)C(=O)C2=O)N(CCc2ccc(O)cc2)C1=O
→ -12.0 | -4.5
COc1ccccc1CNc1nc(NCc2ccc(C(C)C)cc2)c2sccc2n1
→ -0.4 | 12.5
COc1cccc(Nc2nc(C(N)C(C)C)cs2)n1 (stereo not given)
→ 1.9 | 2.9
CCN(C)C1CN(Cc2cn(CCCC(=O)OC)nn2)S(=O)(=O)C1 (stereo not given)
→ -2.1 | 1.2
O=c1[nH]c2ccccc2n1C1CCN(CCOc2ccccc2)CC1
→ 0.2 | 2.6
CC(C)(C)NC(=O)CN(C(=O)CCC(=O)Nc1nccs1)c1ccccc1F
→ -14.6 | -2.6
Cc1cn([C@H]2C[C@H](O)[C@@H](/C=C/C(=O)NCCc3ccc4c(c3)OCO4)O2)c(=O)[nH]c1=O
→ -12.2 | 2.2
Cc1cccc(S(=O)(=O)NC(=O)C2(C)CCN2C(=O)c2ccccc2)c1 (stereo not given)
→ -2.8 | 2.4
CN(C)c1ccc(-c2csc(C(O)c3ccc(F)c(F)c3)n2)cc1 (stereo not given)
→ 6.7 | -14.9
CC1CCC(N(C)C(=O)CN2C(=O)NC(c3ccccc3)(c3ccccc3)C2=O)CC1 (stereo not given)
→ -1.7 | 5.1
CC1=C(C(=O)N2CCCCCC2)CC(CC(=O)NCCN2CCOCC2)C(=O)N1Cc1ccccc1 (stereo not given)
→ -10.5 | -5.3
O=S1(=O)CC(N2CC=CC2)CN1Cc1cn(Cc2ccc(F)cc2)nn1 (stereo not given)
→ -8.1 | -4.6
COc1ccc(NC(=O)C[C@H]2C(=O)N(c3ccc(Br)cc3)C[C@@H]2CSC)cc1
→ 6.3 | 1.0
CCC(=O)c1cn(CC(=O)Nc2ccc(F)cc2)c2ccccc12
→ -1.4 | -5.8
CCCCNC(=O)C1c2ccccc2OCC(=O)N1CCc1ccc(OC)c(OC)c1 (stereo not given)
→ -5.8 | -2.0
CCc1nc2ccc(C(=O)NCCNC(C)=O)cn2c1N(C)Cc1ccc(OC)cc1
→ 3.7 | 6.1
O=C1NC(Cc2ccccc2)c2nc3ccc(Br)cc3c(=O)n2-c2cc3ccccc3cc21 (stereo not given)
→ 37.7 | 8.3
FC(F)(F)c1ccccc1Cc1c(-c2ccco2)nc2ccc(Cl)cn12
→ 9.2 | 8.1
CN1CCN(C(=O)C2Cc3c(-c4cccc(F)c4)ccnc3O2)CC1 (stereo not given)
→ 0.6 | 1.4

Brought forward from above: 3 compounds, followed by the next part.
Results follow in this order: EBI2 block | CXCR6 inh
O=C1NC(Cc2ccccc2)c2nc3ccc(Br)cc3c(=O)n2-c2cc3ccccc3cc21 (stereo not given)
→ 37.7 | 8.3
FC(F)(F)c1ccccc1Cc1c(-c2ccco2)nc2ccc(Cl)cn12
→ 9.2 | 8.1
CN1CCN(C(=O)C2Cc3c(-c4cccc(F)c4)ccnc3O2)CC1 (stereo not given)
→ 0.6 | 1.4
COc1cc(/C=C/CNC[C@H]2O[C@@H](n3ccc(N)nc3=O)[C@H](O)[C@@H]2O)ccc1O
→ -8.4 | -2.8
COc1ccc(-n2c(SCC(=O)Nc3cc(C)on3)nc3c(c2=O)SC(C)C3)cc1 (stereo not given)
→ -11.5 | 6.5
Cc1ccccc1-c1cnc(C(O)c2ccc(C(C)(C)C)cc2)[nH]1 (stereo not given)
→ 10.4 | -0.4
CC(O)(c1ccc(F)c(F)c1)c1nc(-c2ccc(Cl)cc2)cs1 (stereo not given)
→ 9.4 | -9.9
COc1cc(Cn2c3ccc(NC(=O)CC(C)(C)C)cc3c(=O)n2C)ccc1F
→ -5.6 | -5.4
CCc1nc2ccc(C(=O)NCCCN3CCCC3=O)cn2c1N(CC)Cc1cccc(Br)c1
→ 10.9 | 2.8
Cc1ccc(-c2nc3ccc(Br)cn3c2Cc2cccc(Cl)c2)cc1
→ 17.8 | 7.9
C[N+](=O)C1C(=O)Nc2ccccc21 (stereo not given)
→ -9.3 | 6.3
CC1(C(=O)Nc2cccc3ncccc23)CCN1C(=O)Cc1ccc(-c2ccccc2)cc1 (stereo not given)
→ 69.0* | -11.8
C[C@@H]1CN([C@@H](C)CO)C(=O)c2cc(-c3ccncc3)cnc2O[C@H]1CN(C)C(=O)c1cccc(F)c1
→ -3.8 | -1.3
CC1(C(=O)NS(=O)(=O)c2ccc(C#N)cc2)CCN1C(=O)CC1CCCC1 (stereo not given)
→ 0.7 | 7.6
COc1ccc(NC(=O)CCn2c(=S)[nH]c3ccccc3c2=O)cc1Cl
→ 0.0 | 0.0
CCCS(=O)(=O)NC(=O)C1(C)CCN(C(=O)c2ccc3ccccc3n2)C1 (stereo not given)
→ -8.5 | 10.2
COc1ccc(CN2CCCC(C(=O)N3CCCC3)C2)c(OC)c1OC (stereo not given)
→ 0.3 | -2.3
C=CCOC(=O)COc1ccc2c3c(c(=O)oc2c1)CCCC3
→ -0.8 | -4.4
OCCN1CCN(c2cc(-c3ccc4ccccc4c3)nc3ccnn23)CC1
→ 1.2 | 6.9
C[C@@H]1CN([C@H](C)CO)C(=O)c2cc(Br)cnc2O[C@@H]1CN(C)C(=O)c1cccc(F)c1
→ -11.1 | -4.0
CS(=O)(=O)c1ccc(-c2csc(C(O)c3cccc(Cl)c3)n2)cc1 (stereo not given)
→ 8.0 | 2.1
O=C(NN=Cc1ccc(O)c(O)c1)c1ccccc1
→ -5.6 | 8.6
COc1ccc(C(C)(NC(C)=O)c2nc(-c3cc(F)cc(F)c3)cs2)cc1 (stereo not given)
→ 13.7 | 5.7
Cc1ccc(NC(=O)C2(C)CCN2Cc2ccc(OC(C)C)cc2)cc1 (stereo not given)
→ -10.0 | 6.1
CCOC(=O)[C@@H](NC(=O)CC[C@H]1O[C@@H](n2ccc(=O)[nH]c2=O)[C@H](O)[C@@H]1O)C(C)C
→ -0.8 | -5.8
CC(C)C[C@H]1CN([C@@H](Cc2ccccc2)CN2CCCC2CN2C(=S)NC[C@@H]2Cc2ccccc2)C(=S)N1CC1CCCCC1 (stereo not given in full)
→ 6.8 | 3.2
